From PubChem
TNF death inh – blocks TNF-alpha induced death of Jurkat FADD-/- cells. Jurkat FADD-/- TNF necroptosis rescue, ATP luminescence, 24 h; 0 = TNF only, 100 = no-TNF cells. 220,000 tested, 0.068% active. activation (protection from cell death), % at 10 µM;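 active = activation, meaning protection from cell death, of at least 50% relative to plate controls; inactive = activation below 50%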;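 note: necroptosis triggered by 40 ng/mL TNF-alpha added together with compound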
PERK inhibitor – inhibitors of human PERK kinase; Q9NZJ5; CHO PERK-DD fusion, SEAP luminescence translation reporter; inhibition, % at 5.6 µM; 220,000 tested, 0.17% active;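 active = inhibition above the mean inhibition of all tested compounds plus 3 SD, set separately per screening campaign, cut at about 2.9% in these data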;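 note: PERK kinase domain activated by AP20187 dimerizer at 100 nM; 0% = DMSO with dimerizer and 100% = rapamycin at 8.4 µM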
eIF4E 4G PPI – inhibitors of eIF4E and eIF4G interaction in translation initiation. 220,000 tested, 0.37% active. TR-FRET eIF4E-eIF4GI(517-606) binding, 2 h. inhibition, % at 21.7 µM. AID 782. P63073+Q04637;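 active = inhibition above about 30%, limit read from the data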;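 note: 0% = full FRET control wells and 100% = background wells lacking eIF4GI fragment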
Cl transport mod – modulates chloride dependent transport by human KCC2; B-score of Tl+ flux slope (higher = more flux/activation; lower = inhibition) at 10 µM; 190,000 tested, 2.2% active; AID 1456; Q9H2X9; KCC2 cells, thallium flux FluoZin-2 fluorescence;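 active = thallium flux slope and its plate-corrected score both differing from the plate sample mean at a set confidence after two filtering rounds, in either direction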;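 note: slope of fluorescence scaled to starting intensity during 10 to 20 s after thallium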
Rad51 HR inh – blocks human Rad51 in homologous recombination | Q06609 | 200,000 tested, 0.085% active | inhibition, % at 10 µM | hRad51 DNA strand exchange, fluorescence dequenching;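 active = inhibition above 40% at the single screening dose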;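 note: 0% = DMSO control wells and 100% = blanks with heterologous ssDNA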
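material = hRad51 filaments on single-stranded DNA | timing = filaments 15 min 37 °C, then compound 30 min | signal = FRET fluorescence dequenching, excitation 485 nm, emission 520 nm | benchmarks = control wells and blank wells on each plate | evaluation = percent inhibition relative to plate controls and blanks | compound = 10 µM final, single point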
Calpain2 inh – calpain II (pig) inhibition. 220,000 tested, 0.37% active. AID 1236. purified calpain II, fluorogenic peptide substrate, 30 min. inhibition, % at 16 µM;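 active = inhibition above about 50%, limit read from the data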
zVAD death inh – L929 zVAD cell death inhibition. L929 zVAD necroptosis rescue, ATP luminescence, 24 h; with zVAD 60 µM. viability rescue, % at 10 µM. 220,000 tested, 0.38% active. AID 1377;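 active = activation, scaled between plate controls, above about 75%, limit read from the data; inactive = activation under that limit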;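 note: 0% = zVAD with DMSO and 100% = DMSO alone without zVAD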
MDM2 E3 inh – inhibitors of human Mdm2 E3 ubiquitin ligase; 210,000 tested, 0.11% active; Q00987; cell-based MDM2 ubiquitination luciferase reporter, 2 h; 0 = plate control, 100 = twice control, blank-subtracted; signal enhancement, % at 5 µM;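 active = signal enhancement of 30% or more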;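 note: luminescence tracks abundance of the self-degrading MDM2-luciferase fusion protein; higher signal means inhibition of MDM2 E3 ligase activity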
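Test system: stable mammalian line carrying autodegrading MDM2–luciferase fusion reporter; quantity: 2000 cells in each well; times: 4 h cell settling then 2 h compound exposure, 37 °C; detection: luminescence with SteadyLite reagent, 15 min at room temperature; evaluation: percent signal gain over controls, blank-subtracted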
EBV gp42 inh – inhibitors of Epstein-Barr virus glycoprotein 42. inhibition, % (tested at 21.74 µM). AID 1085. 220,000 tested, 0.42% active. Fluorescence polarization binding assay, mP read-out. Q1HVG2; in the data active = inhibition above about 50%
* hit, by the source's call; i = inactive; nt = no result given; [ ] = dose if it differs, or a comment.

SMILES | TNF death inh | PERK inhibitor | eIF4E 4G PPI | Cl transport mod | Rad51 HR inh | Calpain2 inh | zVAD death inh | MDM2 E3 inh | EBV gp42 inh
COC(=O)c1c(-c2ccccc2)csc1N1C(=O)Nc2ccccc2N1O | -1.6 | 0.3 | 0 | -0.19 | -4 | 30 | -0.2 | -15 | -10
O=C(NCC1CCCO1)c1ccccc1-c1nc(-c2ccccc2)no1 (configuration not stated) | -2.4 | -0.3 | 1 | -1.6 | -7 | -3 | -0.6 | -5 | -12
CC(=O)Nc1ccc(N2S(=O)(=O)c3ccccc3S2(=O)=O)cc1 | 1.9 | -0.1 | 2 | 0.16 | nt | 6 | 1.6 | -13 | -4
Cc1ccc(S(=O)(=O)C2(C(=O)NC3CCCCC3C)CC2)cc1 (configuration not stated) | -1.0 | 0.5 | 2 | -0.56 | -14 | 3 | -0.7 | -87 | 9
O=P1(Nn2cnnc2)C=C(c2ccccc2)OC(c2ccccc2)=C1 | -0.3 | -1.2 | 0 | nt | 1 | -13 | 0.2 | -16 | -19
CC(=O)n1cc([C@H]2C=C(C(=O)O)O[C@@H](OCCCCO)C2)c2ccccc21 | 0.1 | -0.3 | 0 | 1.1 | 9 | -13 | 0.4 | nt | -10
Cc1c(Br)c([N+](=O)[O-])nn1CC(=O)Nc1ccccn1 | 2.0 | 1.8 | 2 | 0.5 | nt | -5 | 1.3 | nt | 0
COc1ccc(-c2cnc(N)nc2-c2ccc(OC)cc2O)cc1 | 0.8 | -0.9 | -2 | nt | -6 | -32 | 92* | -17 | 0
COCCOC(=O)C1=C(C)N=C2SCCC(=O)N2C1c1ccc(OC(=O)c2ccco2)cc1 (configuration not stated) | 0.1 | -1.1 | 7 | -0.17 | -1 | -6 | 0.9 | 6 | -16
CC(C)N1C/C(=C/c2cccnc2)C(=O)/C(=C/c2cccnc2)C1 | 28 | -0.2 | 6 | 0.51 | nt | 16 | 6.7 | -7 | 5
CCOC(=O)c1c(NC(=O)c2nn(CC)cc2Br)c(C#N)nn1-c1ccccc1 | -2.2 | -0.8 | 2 | -0.034 | 2 | -90 | -1.1 | -13 | -9
CN1/C(=C/C(=O)C2CC2)C(C)(C)c2ccccc21 | -1.5 | 0.5 | -1 | -0.46 | 17 | -76 | 1.4 | -4 | 1
Oc1ccc(/C=N/Nc2nc(-c3cccnc3)nc3ccccc23)c(O)c1 | -19 | -0.1 | -4 | -2.2 | -36 | 8 | 2.3 | -78 | -13
CC1Cc2nc(SCC(=O)Nc3ccccc3F)n(C)c(=O)c2S1 (configuration not stated) | -0.8 | -0.4 | 1 | nt | -1 | 4 | -0.1 | 10 | 8
Cc1ccc(-c2c[n+](CC(=O)c3cccs3)c3n2CCC3)cc1 | -3.6 | -0.3 | 1 | 1 | nt | 7 | 1.2 | -11 | -15
Cn1c(=O)c(/C=C/c2ccc(F)cc2)nc2ccccc21 | -3.2 | -1.4 | 1 | -1.9 | -10 | -76 | 0.5 | -16 | -19
CCN(CC)CCN(Cc1cc2ccc(C)cc2[nH]c1=O)C(=O)Nc1ccc(Cl)cc1 | 1.2 | 0.8 | 5 | 0.0099 | 22 | -27 | 0.6 | -5 | -21
Cc1cc2cc(CNC(=S)Nc3ccc(OC(F)F)cc3)ccc2[nH]1 | -21 | 1.3 | 5 | 0.023 | 0 | -7 | nt | nt | 7
COc1ccc(-c2cc(-c3ccccc3)nc(SCC(=O)Nc3nccs3)c2C#N)cc1 | 1.7 | 0.6 | -7 | 1 | 8 | -99 | 1.0 | -6 | -53
CCn1cc(/C=N/NC(=O)c2ccc3c(c2)OCO3)cn1 | 0.4 | 0.9 | 7[fluorescence artefact?] | 0.33 | -4 | -12 | 0.3 | -16 | -16
O=C(NC1CC2CCCC(C1)N2Cc1ccco1)NC12CC3CC(CC(C3)C1)C2 (configuration not stated) | -1.5 | -0.9 | 3 | 1.1 | -5 | 22 | 0.6 | -4 | -17
Cc1ccsc1/C=N/NC(=O)CSCc1ccc(Cl)cc1 | 2.3 | -0.4 | 0 | 2.7 | 2 | 20 | -0.6 | -2 | 8
CCCc1cc(=O)n2c([nH]c3ccccc32)c1C#N | -1.8 | -0.4 | 12 | nt | 2 | i | 0.9 | nt | -23
CN1C(=O)c2ccccc2C(C(=O)O)C1c1cccc([N+](=O)[O-])c1 (configuration not stated) | -0.4 | 1.3 | -1 | 0.033 | nt | 19 | 0.2 | -9 | -8
Cc1ccnc(NC(=O)CCCc2ccccc2)c1 | 6.3 | 0.4 | 2 | 0.0069 | nt | 20 | 0.4 | -1 | 27

Overlap with the part before: four compounds, then new ones.
SMILES | TNF death inh | PERK inhibitor | eIF4E 4G PPI | Cl transport mod | Rad51 HR inh | Calpain2 inh | zVAD death inh | MDM2 E3 inh | EBV gp42 inh
Cc1ccsc1/C=N/NC(=O)CSCc1ccc(Cl)cc1 | 2.3 | -0.4 | 0 | 2.7 | 2 | 20 | -0.6 | -2 | 8
CCCc1cc(=O)n2c([nH]c3ccccc32)c1C#N | -1.8 | -0.4 | 12 | nt | 2 | i | 0.9 | nt | -23
CN1C(=O)c2ccccc2C(C(=O)O)C1c1cccc([N+](=O)[O-])c1 (configuration not stated) | -0.4 | 1.3 | -1 | 0.033 | nt | 19 | 0.2 | -9 | -8
Cc1ccnc(NC(=O)CCCc2ccccc2)c1 | 6.3 | 0.4 | 2 | 0.0069 | nt | 20 | 0.4 | -1 | 27
COc1cc(C)c(N(C(C)=O)c2ccccc2)c(C)c1 | -2.0 | 0.6 | 11[fluorescence artefact?] | 0.039 | -1 | 33 | -0.3 | -4 | 4
CC(C)CCn1c(SCCN2CCOCC2)nc2c1c(=O)[nH]c(=O)n2C | -0.3 | -0.5 | 2 | -0.025 | -7 | 4 | -0.2 | -8 | -8
COC(=O)C(C)SC1=N/C(=C/c2ccc(-n3cncn3)cc2)C(=O)N1 (configuration not stated) | -0.6 | 1.7 | -3 | nt | 8 | -3 | 0.5 | nt | -7
CCc1ccc(Nc2ncccc2C#N)cc1 | -1.7 | 0.9 | 7 | nt | nt | 7 | 0.2 | -62 | -14
CC(=O)Cn1cnc2c(sc3nc(C)cc(C)c32)c1=O | 1.1 | -1.7 | -1 | 1 | -6 | 8 | 2.4 | -9 | -8
Cc1ccc(N2C(=O)C3CC3C2=O)cc1 (configuration not stated) | 1.1 | 0.3 | 1 | 0.36 | 3 | 21 | 2.5 | 1 | -11
Cc1cc(C(=O)NC(Cc2ccccc2)C(=O)O)c(C)o1 (configuration not stated) | 1.6 | -0.1 | 2 | -0.11 | 12 | -6 | -0.4 | -7 | -7
Cc1ccc2cccc(OCc3ccccc3)c2n1 | 0.8 | -0.2 | -1 | -0.62 | 21 | -14 | -0.4 | -10 | -4
Cc1nc(SCC(=O)c2ccc(F)c(F)c2)[nH]c(=O)c1Oc1ccc(F)cc1 | 0.8 | 0.8 | 1 | -0.87 | -13 | 32 | 0.7 | -6 | 0
O=C(CSc1ncc(-c2ccccc2)nn1)NCc1ccco1 | -2.4 | 0.6 | 3 | 1.4 | nt | -10 | -0.3 | -1 | 0
COc1ccc(OC)c(N(CC(=O)N2CCc3ccccc3C2)S(C)(=O)=O)c1 | -1.2 | -0.3 | -8 | -0.087 | 13 | -3 | 0.0 | -20 | -12
Cc1cccc(Cc2nnc(NC(=O)c3cccc(S(=O)(=O)N4CCOCC4)c3)s2)c1 | 2.4 | 0.8 | 0 | -1.3 | -1 | -13 | 0.6 | -13 | -10
Cc1nnn(-c2nonc2N)c1C(=O)NNC(=O)c1ccc(Cl)c(Cl)c1 | 0.1 | -0.4 | -5 | 0.52 | -5 | -21 | 3.8 | -12 | -4
NC(=O)c1ccccc1NC(=O)CS(=O)(=O)Cc1ccccc1 | 2.4 | 0.3 | -1[fluorescence artefact?] | 0.65 | 9 | -12 | 1.5 | -1 | -17
O=C1CCCc2ccccc2N1Cc1cccc(Cl)c1 | -2.5 | 0.0 | 2 | nt | 11 | -11 | -0.2 | -12 | 1
CC1CN(C2CCN(S(=O)(=O)Cc3ccccc3)CC2)CC(C)O1 (configuration not stated) | 0.1 | 0.2 | -1 | nt | 1 | 11 | 0.5 | -1 | -11
O=C(CN1CCN(c2ccc(O)cc2)CC1)NC(=O)NCc1ccco1 | -0.9 | 0.9 | 0 | 0.24 | -5 | -49 | 0.0 | -16 | 3
CS(=O)(=O)N1CCCC(C(=O)NCc2ccccn2)C1 (configuration not stated) | 0.0 | 1.1 | 7[fluorescence artefact?] | nt | -3 | -2 | 2.0 | -19 | 7
CN=c1sc2ccccc2n1CC(O)c1ccccc1 (configuration not stated) | 0.7 | 0.1 | -3 | 0.5 | 5 | -11 | 0.4 | 8 | -11
COc1cc(CO)ccc1OCC(=O)Nc1ccc(Br)cc1 | 1.3 | 0.0 | -10 | 0.28 | 9 | -4 | 76* | -10 | 8
CCOC(=O)c1oc2nc(C(C)C)c3c(c2c1N)CCC3 | 0.3 | 0.6 | -5 | -0.96 | -3 | i | 22 | -1 | -5
O=C(N/N=C\c1ccc(Sc2ccccn2)o1)c1cccc(F)c1 | -1.2 | -0.1 | 3[fluorescence artefact?] | 0.19 | 10 | -9 | 0.2 | -4 | 0
COc1nonc1NCn1nc(C)cc1C | 1.7 | 1.1 | 8[fluorescence artefact?] | 1.2 | -3 | -11 | 0.1 | -16 | -14
CN(C[C@H](Cc1ccccc1)N(C[C@H](CC1CCCCC1)N(CCc1ccccc1)N=O)N=O)N=O | 2.7 | 1.5 | -5 | -0.46 | 13 | -13 | -0.5 | nt | -7
Cc1ccccc1-c1nc(CN2CCC(C(=O)NCCCN3CCOCC3)CC2)c(C)o1 | 1.6 | -0.1 | 4 | 0.91 | -7 | 10 | 0.8 | -5 | -12
Later entries:
SMILES | TNF death inh | PERK inhibitor | eIF4E 4G PPI | Cl transport mod | Rad51 HR inh | Calpain2 inh | zVAD death inh | MDM2 E3 inh | EBV gp42 inh
COc1ccc(OC)c(C(c2nnnn2C(C)(C)C)N2CCc3ccccc3C2)c1 (configuration not stated) | -1.1 | -1.3 | 4[fluorescence artefact?] | -2.9 | -6 | 3 | -0.3 | -6 | -6
COc1nc(NCCc2ccc(OC)c(OC)c2)nc(OC)n1 | -1.4 | -0.3 | 2[fluorescence artefact?] | 0.49 | -1 | 12 | 0.0 | 3 | -12
COC(=O)c1ccccc1NC(=O)COC(=O)c1cccnc1 | -0.9 | 0.4 | 7[fluorescence artefact?] | nt | 3 | -19 | -0.3 | -25 | 2
CC(C)(C)c1nnc(NC(=O)C2c3ccccc3Oc3ccccc32)s1 | -2.7 | 1.6 | 2 | 1.6 | -25 | -9 | 0.3 | nt | -20
CC1=NN(C(N)=S)C(=O)C1N=Nc1ccccc1 (configuration not stated) | -1.5 | -0.1 | -11 | 5.2* | -2 | 3 | 2.1 | 1 | -1
CCOC(=O)CCC(NC(=O)CCC(=O)NC(CCC(=O)OCC)C(=O)OCC)C(=O)OCC (configuration not stated) | 0.0 | 1.1 | 4 | 0.38 | nt | 9 | -0.8 | -6 | 6
COCc1cc(C)nc(SCC(=O)Oc2ccc(Cl)cc2)c1C#N | -0.9 | 1.2 | -2 | -0.019 | 20 | -10 | -1.0 | -12 | 9
CCOc1ccc(C2Nc3ccccc3C(CC)(CC)O2)cc1 (configuration not stated) | 0.2 | 0.7 | 2 | -1.2 | nt | 25 | 1.5 | -5 | -5
